Compound activity (PubChem)
MC4R antagonist: human MC4R antagonism in cAMP assay | P32245 | MC4R-expressing cells, MTII-stimulated cAMP, LANCE TR-FRET | inhibition, % at 6.5 µM | 360,000 tested, 0.48% active;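 active = inhibition above its plate's cutoff, the mean of tested wells on that plate plus 3 SD, cut at about 29% in these data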;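 also: 0% = Melanotan II alone and 100% = Melanotan II plus saturating MCL0020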
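Assay system: U2OS-MC4R stable cell line; Also added: Melanotan II; Technique: Eu-cAMP/anti-cAMP TR-FRET, emission 671 nm; Times: 30-min compound, 1-h challenge, 1-h detection, room temperature.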
MC4R barr agon: human MC4R agonism via beta-arrestin; U2OS MC4R beta-arrestin complementation, luminescence; percent of melanotan II response, DMSO zero; activation, % at 8.9 µM; 360,000 tested, 0.98% active;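 active = activation above a per-plate cutoff, the mean activation of sample wells on that plate plus 3 SD, cut at about 8% in these data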
Exocytosis inh: lytic granule exocytosis inhibition | inhibition, % at 10 µM | TALL-104 LAMP-1 surface exposure, flow cytometry; cells stimulated with thapsigargin and PMA | 360,000 tested, 0.66% active;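 active = inhibition above about 55%, limit read from the data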
ABHD5-PLIN5 inh: blocks binding of human ABHD5 to perilipin-5; Q00G26+Q8WTS1; Split G. princeps luciferase complementation, luminescence, 4 h; inhibition, % at 4 µM; 360,000 tested, 0.78% active; AID 602281;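 active = inhibition above the mean inhibition across every tested compound plus 3 SD, cut at about 22% in these data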;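 also: 0% = DMSO only wells and the 100% control is not disclosed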
Target sequence (Q00G26 whole entry, looked up): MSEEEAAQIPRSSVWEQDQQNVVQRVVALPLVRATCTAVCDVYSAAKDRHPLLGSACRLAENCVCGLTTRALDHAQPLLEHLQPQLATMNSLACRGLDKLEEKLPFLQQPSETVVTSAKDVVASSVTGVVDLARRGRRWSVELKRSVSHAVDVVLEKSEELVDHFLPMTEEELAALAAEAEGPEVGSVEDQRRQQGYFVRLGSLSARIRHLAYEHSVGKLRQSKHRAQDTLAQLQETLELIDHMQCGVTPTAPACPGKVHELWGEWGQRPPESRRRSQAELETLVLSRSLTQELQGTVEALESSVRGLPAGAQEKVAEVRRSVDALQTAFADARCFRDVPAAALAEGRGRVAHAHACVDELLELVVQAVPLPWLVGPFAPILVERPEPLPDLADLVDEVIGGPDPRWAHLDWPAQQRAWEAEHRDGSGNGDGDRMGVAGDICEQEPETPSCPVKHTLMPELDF
Target sequence (Q8WTS1 whole entry, looked up): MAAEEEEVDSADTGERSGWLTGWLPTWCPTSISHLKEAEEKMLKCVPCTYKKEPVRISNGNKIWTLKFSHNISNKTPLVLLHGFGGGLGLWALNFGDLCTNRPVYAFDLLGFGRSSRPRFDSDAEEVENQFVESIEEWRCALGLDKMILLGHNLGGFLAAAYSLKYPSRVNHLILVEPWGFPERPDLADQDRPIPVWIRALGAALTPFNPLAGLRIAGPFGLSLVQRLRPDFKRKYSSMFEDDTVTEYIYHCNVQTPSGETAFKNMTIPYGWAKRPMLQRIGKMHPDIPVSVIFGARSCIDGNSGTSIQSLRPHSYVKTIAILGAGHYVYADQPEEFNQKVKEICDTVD
Cardio protect: protects H9c2 cardiomyocytes from peroxide injury. 360,000 tested, 0.63% active. protection from H2O2 cell death, % at 20 µM. AID 588492. H2O2 injury protection, ATPLite, 2 h;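 active = compounds giving at least 50% protection of heart cells from peroxide-induced death in the single-dose screen, raw or plate-pattern-corrected value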;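 also: 0% = DMSO wells with peroxide and 100% = DMSO wells without peroxide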
N-glyco inh: N-linked glycosylation inhibition | D54 ERlucT glycosylation luciferase reporter, 24 h; percent of 100 nM tunicamycin response | reporter increase, % at 12.5 µM | 360,000 tested, 0.23% active | AID 588692;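 active = mean luciferase reporter signal, scaled so untreated is 0 and the glycosylation-blocking control 100, at or above a set limit in every replicate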;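 also: luciferase carries N-glycosylation sites so blocking glycosylation raises the light; 0% = median of neutral control wells and 100% = median of 100 nM tunicamycin wells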
aDG glyco act: increases alpha dystroglycan glycosylation; 360,000 tested, 0.22% active; Pro5-aDG cells, alpha-DG glycosylation AlphaScreen (IIH6); 0% Pro5, 100% B10-LARGE cell signal; activation, % at 10 µM;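 active = activation of at least 8% versus controls, or a plate z-score of at least 8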;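 also: Pro5 are CHO cells carrying HIG-tagged alpha-DG that lacks glycosylation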
m5-HT2A agonist: agonists of mouse serotonin 5-HT2A receptor (HTR2A) | P35363 | CHO-K1 mHTR2A beta-arrestin complementation, luminescence; percent of 30 µM serotonin response | activation, % at 7.6 µM | 360,000 tested, 0.66% active | AID 624169;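 active = activation above a run cutoff, the mean activation of all tested compounds plus 3 SD, cut at about 14% in these data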;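 also: 0% = plate median of compound wells and 100% = 30 µM serotonin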
ABCB6 inh 2: inhibitors of human ABC transporter ABCB6 | fluorescence ratio to DMSO, % at 10 µM | AID 602162 | K562-ABCB6 porphyrin accumulation, flow cytometry, 1 h; hits give low values | 360,000 tested, 0.19% active | Q9NP58;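 active = fluorescence ratio to DMSO below 75%, the collection mean minus 3 SD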;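 also: signal is porphyrin accumulated inside mitochondria; 100% equals median channel fluorescence of DMSO control wells; lower ratio means ABCB6 inhibition with less porphyrin fluorescence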
hiPSC survival: enhancers of human iPSC single-cell survival; survival enhancement, % at 20 µM; hiPSC single-cell survival, ATPlite luminescence; 100% = ROCK inhibitor wells, 0% = DMSO; 360,000 tested, 0.044% active; in the data active = survival enhancement above about 18%;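 also: cells exposed to compounds for 16 hours before the ATP read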
The depositor's hits bear a star; . = not tested or not shown.

SMILES	MC4R antagonist	MC4R barr agon	Exocytosis inh	ABHD5-PLIN5 inh	Cardio protect	N-glyco inh	aDG glyco act	m5-HT2A agonist	ABCB6 inh 2	hiPSC survival
COc1ccc(N2CCN(C(CNC(=O)Oc3ccccc3)c3cccnc3)CC2)cc1 (configuration not stated)	-6	2.4	-1	-5	14	-2	0.1	0	95	1.4
N#CC1=C(N)Oc2c(c(=O)oc3ccccc23)C1c1ccc([N+](=O)[O-])o1 (configuration not stated)	18	1.7	0	-1	3	-1	0.0	0	99	1.2
COC(=O)c1c(C)n(Cc2ccc3c(c2)OCO3)c2ccc(O)cc12	6	2.6	3	2	-19	-7	0.6	-7	98	-1.8
CN1C(=O)C(Cc2cccs2)C(=O)N(C)C1=O	2	1.6	0	-2	-4	1	0.1	3	99	-2.2
Cc1nc2ccccc2c(=O)n1-c1nccs1	.	.	-6	3	1	4	-0.1	-3	97	-0.5
O=C(NCc1cccnc1)Nc1ccc([N+](=O)[O-])cc1	17	-3.0	-2	-6	-10	0	-0.3	0	89	1.1
O=C(O)C1Cc2ccccc2N2CCCC12 (configuration not stated)	17	-1.0	-6	0	-4	1	0.2	-2	106	-0.4
O=C(COC(=O)Cc1ccccc1)NNC(=O)c1ccc([N+](=O)[O-])cc1	2	-1.3	-4	0	2	0	0.2	-7	101	0.6
Cc1ccc(OC(=O)N(C)C[C@@H]2OCc3cnnn3CCCC(=O)N([C@@H](C)CO)C[C@@H]2C)cc1	3	2.4	4	-5	-11	3	0.2	9	96	1.2
COc1ccccc1OCC(=O)N1CCCC(N(C)Cc2ccccc2)C1 (configuration not stated)	8	1.4	4	12	2	0	-0.6	4	94	0.1
Cc1ccc(NC(=O)c2snnc2C)cc1Cl	5	-0.4	0	1	4	1	-0.1	-1	98	-0.5
O=C(O)c1cc2ccccc2oc1=O	11	0.0	8	-1	1	2	0.0	-3	98	0.5
Cc1ccc(/C=C2\C(=O)NC(=S)N(c3ccc(F)cc3)C2=O)s1	17	-1.1	36	-5	-17	2	0.1	1	107	-0.5
CC(=O)O[C@H]1CC[C@@]2(C)[C@H](C1)C(=O)C[C@H]1[C@@H]3CC[C@@H]4[C@@H](CN5C[C@@H](C)CC[C@H]5[C@@]4(C)O)[C@@H]3C[C@@H]12	0	-0.1	14	1	5	-2	0.0	5	98	-0.1
Cc1nc2cc([N+](=O)[O-])ccc2c(=O)n1-c1ccccc1[N+](=O)[O-]	6	-3.6	4	-4	-6	0	-0.1	6	98	5.4
COc1ccc(CN2Cc3cc(-c4ccc(OC)cc4)ccc3-n3nncc3C2)cc1	.	.	22	5	0	0	0.1	-5	94	-0.8
CCC(=NCCN1CCOCC1)c1c(O)n(C2CCCCC2)c(=O)[nH]c1=O	8	-1.7	2	1	-4	-1	-0.1	12	96	0.0
Cc1ccc(C2C(=O)NC(=O)NC2=O)cc1	8	-0.9	-3	1	-1	3	0.0	0	96	0.1
NC1CCc2cc(O)c(O)cc2C1 (configuration not stated)	-13	0.1	-7	2	11	-3	4.9	58*	99	7.1
Cc1nn(Cc2ccccc2Cl)c(C)c1C(=O)OCC(=O)N1CC(C)OC(C)C1 (configuration not stated)	6	1.0	-5	2	0	-1	-0.1	6	105	0.3
CNCC(=O)c1ccc(O)c(O)c1	-7	0.7	-1	1	7	-1	0.0	31*	97	4.2
CCOC(=O)c1c(C)c(C(=O)N2CCC3(CC2)OCCO3)c(C)n1CC	-3	3.6	0	11	4	-3	0.0	13	105	3.4
COc1ccccc1N1C(=O)NC(=O)/C(=C/c2ccc3c(c2)Cc2ccccc2-3)C1=O	-4	-2.1	-2	17	-4	0	-0.2	-4	106	3.1
C/C=C1/CC(C)C(C)(O)C(=O)OCC2CCN3CCC(OC1=O)C23 (configuration not stated)	4	-1.9	-15	-2	13	1	-0.3	-5	107	1.9
CN(C(=O)c1ccc(Cl)nc1)C1(c2ccccc2Cl)CCCCC1=O (configuration not stated)	18	-0.4	-4	1	0	-1	0.1	-1	85	-1.8

Following part.
SMILES	MC4R antagonist	MC4R barr agon	Exocytosis inh	ABHD5-PLIN5 inh	Cardio protect	N-glyco inh	aDG glyco act	m5-HT2A agonist	ABCB6 inh 2	hiPSC survival
C=C1C(=O)O[C@@H]2C[C@@H](C)[C@@H]3C=CC(=O)[C@@]3(C)[C@@H](OC(=O)CC(=O)O[C@H]3[C@@H]4C(=C)C(=O)O[C@@H]4C[C@@H](C)[C@@H]4C=CC(=O)[C@]43C)[C@H]12	6	-1.7	8	99*	-10	-21	-0.4	-9	88	4.2
COCCOC(=O)c1c(N)n(Cc2ccccc2)c2nc3ccccc3nc12	-16	0.2	-5	-13	3	5	1.6	-2	98	-0.1
CCCCn1c(N)c(C(=O)NCc2cccs2)c2nc3ccccc3nc21	-4	5.0	12	-31	-19	-5	1.4	-4	112	-1.2
CN(C)CC1Oc2ccccc2OC1(O)c1ccccc1 (configuration not stated)	-3	-3.1	47	46*	-18	-19	-0.2	-3	97	0.1
CN1CCN(Cc2ccccc2C(F)(F)F)CC1	0	-2.4	0	-2	3	2	0.7	5	112	7.0
CCCCCCn1c(O)c(C=Nc2c(C)n(C)n(-c3ccccc3)c2=O)c(=O)[nH]c1=O	10	2.0	4	-12	2	-7	0.1	3	121	-0.7
CCC(=NCCC1=CCCCC1)c1c(O)[nH]c(=O)[nH]c1=O	-9	-1.3	-2	0	6	3	0.0	3	103	-0.8
O=C(CCC(=O)N1CC2C[C@@H](C1)Cn1c2cccc1=O)NCCc1ccccc1F	5	0.8	-2	5	-2	2	-0.2	3	105	0.6
Cc1cc(C(=O)OCC(=O)Nc2ccc(F)cc2)c(C)n1C1CC1	-2	-2.9	4	4	11	-1	-0.1	-6	97	-0.3
Cc1cc(S(=O)(=O)NCc2ccccc2)ccc1OCC(=O)N1CCN(C)CC1	9	2.1	-2	10	-4	-2	0.0	12	95	2.2
Cc1ccc(N=Nc2c(O)[nH]c(=O)[nH]c2=O)c([N+](=O)[O-])c1	-17	-1.0	1	-4	2	2	0.0	0	89	0.7
CC1CCN(C(=O)c2ccc(N3CC4CC(C3)c3cccc(=O)n3C4)c([N+](=O)[O-])c2)CC1 (configuration not stated)	5	-0.8	5	4	6	-2	-0.1	3	98	3.7
c1cnc2c(c1)ccc1ncccc12	3	0.3	-2	0	5	2	0.0	12	97	0.1
O=P(O)(O)C12CC3CC(CC(C3)C1)C2	8	-1.9	-3	1	1	0	0.0	11	99	-0.8
CC1CCCCC1NC(=O)CNC(=S)N1CC2CC(C1)c1cccc(=O)n1C2 (configuration not stated)	11	-2.9	0	-3	2	2	-0.4	-1	94	0.0
COC1C(O)C(C)OC(OC2C(Oc3cccc4c(O)c5c(=O)oc6ccc(C)c7c(=O)oc(c34)c5c67)OC(C)C(O)C2O)C1O (configuration not stated)	15	0.8	-4	13	-3	43*	-0.2	1	164	-2.7
COC(=O)c1ccc(N=C(c2ccccc2)c2c(O)n(C)c(=O)n(C)c2=O)cc1	19	1.6	-11	4	2	1	0.0	6	102	-0.9
CCCc1cc(=O)oc2cc(OCC(=O)N3CCN(Cc4ccc5c(c4)OCO5)CC3)ccc12	21	0.2	-3	5	0	0	0.6	3	97	0.9
CCN1C[C@]2(COC)CC[C@H](OC)[C@@]34C5C[C@H]6C(=O)C5[C@](O)(C[C@H]6OC)[C@@](O)(C(OC)C23)[C@@H]14 (some centres not stated)	11	-1.9	-2	-2	3	2	0.1	1	96	1.5
CCN(CC)C(=O)c1ccc(NC(=O)c2cccc(C(F)(F)F)c2)cc1	-4	-1.5	0	3	-14	3	0.5	1	97	0.6
NC(Cc1ccc(F)cc1)c1csc(Nc2ccccn2)n1 (configuration not stated)	-3	0.5	-4	6	0	-4	0.4	-8	102	-1.1
CCC(=NCC1CCCO1)c1c(O)n(Cc2ccccc2)c(=O)[nH]c1=O (configuration not stated)	-8	1.7	-2	-6	-1	-2	0.0	-2	100	-1.5
COC(=O)C1=C(c2ccccc2)C[C@@H]2CC[C@H]1N2C(=O)NCCNC(C)=O	5	0.3	-2	8	4	3	-0.1	0	101	2.4
Cc1nn(Cc2ccccc2Cl)c(Cl)c1C(=O)O	4	3.4	2	-5	-7	-1	0.1	5	99	0.7
CN(C)CCCN=Cc1c(O)n(CCc2ccc(F)cc2)c(=O)[nH]c1=O	-3	-2.5	-2	2	0	2	-0.2	-2	96	-1.5

Other entries follow:
SMILES	MC4R antagonist	MC4R barr agon	Exocytosis inh	ABHD5-PLIN5 inh	Cardio protect	N-glyco inh	aDG glyco act	m5-HT2A agonist	ABCB6 inh 2	hiPSC survival
Cc1cccc(OCC(=O)N2CCN(Cc3ccc([N+](=O)[O-])cc3)CC2)c1	5	-1.1	-2	6	0	-4	0.2	1	93	-0.4
CCCCn1c(O)c(C=NCCN2CCCCC2)c(=O)[nH]c1=O	-1	-0.6	-1	5	2	-1	0.0	0	102	1.3
C[C@H]1COc2cc(N3CCN(C)CC3)ccc2S(=O)(=O)N1	.	.	-4	-3	.	.	-0.1	-1	102	-0.4
O=C1NC(=O)C(CCc2ccncc2)(CCc2ccccn2)C(=O)N1c1ccc(Br)cc1 (configuration not stated)	2	-2.8	2	3	2	3	-0.3	3	94	-1.0
CN1C(=O)C(=Cc2sc(=O)n(-c3ccccc3)c2N(C)C)C(=O)N(C)C1=O	3	-2.0	9	-3	6	29*	0.0	0	116	-0.3
CCN1C(=O)C(=Cc2ccc(C)s2)C(=O)N(CC)C1=S	1	-1.3	9	-19	1	-3	0.5	-2	101	0.1
COC(=O)C(O)(c1ccc(NC(=S)NC(=O)c2ccc(Cl)cc2Cl)cc1)C(F)(F)F (configuration not stated)	-3	-2.5	0	-8	-24	-3	0.5	-9	99	0.3
S=C(NC1CCCCC1)N1CCC(c2cnc[nH]2)CC1	-4	-0.2	-1	0	5	2	0.0	-4	99	-2.5
O=C1NC(=O)C(CCc2ccncc2)(CCc2ccncc2)C(=O)N1C1CCCCC1	19	2.2	5	-3	3	1	0.2	-1	101	1.8
Cc1cc(CN(C)C)c(OC(=O)N(C)C)cc1C	10	-1.5	3	0	2	1	0.1	0	94	-1.7
C=Cn1c(P(=S)(N2CCOCC2)N2CCOCC2)cc2c1CCCC2	10	-1.5	-2	-3	2	-4	-0.1	-4	99	-1.1
CC(Cc1ccccc1)N(C)CC1C(=O)C2CCC1C2 (configuration not stated)	8	0.7	-6	-8	0	-4	-0.1	-6	102	-0.7
COc1ccc(CN(CCc2c[nH]c3ccccc23)Cc2ccc(OC)cc2)cc1	4	0.8	0	-1	-12	-4	-0.1	-4	102	0.9

Already shown: 4 of the compounds above.
SMILES	MC4R antagonist	MC4R barr agon	Exocytosis inh	ABHD5-PLIN5 inh	Cardio protect	N-glyco inh	aDG glyco act	m5-HT2A agonist	ABCB6 inh 2	hiPSC survival
Cc1cc(CN(C)C)c(OC(=O)N(C)C)cc1C	10	-1.5	3	0	2	1	0.1	0	94	-1.7
C=Cn1c(P(=S)(N2CCOCC2)N2CCOCC2)cc2c1CCCC2	10	-1.5	-2	-3	2	-4	-0.1	-4	99	-1.1
CC(Cc1ccccc1)N(C)CC1C(=O)C2CCC1C2 (configuration not stated)	8	0.7	-6	-8	0	-4	-0.1	-6	102	-0.7
COc1ccc(CN(CCc2c[nH]c3ccccc23)Cc2ccc(OC)cc2)cc1	4	0.8	0	-1	-12	-4	-0.1	-4	102	0.9

Not all compounds are listed; count on the stated rates, not on these rows.
